Nrf2 ARE act: activates Nrf2 signaling. Potency, µM (series often up to 46.1 µM), for the others: at the top dose activation, most hits filed as activators. AREc32 ARE-luciferase reporter (MCF7-derived line), luminescence, 24 h. hit rate 0.31% among 410,000; note: potency is the fitted concentration of half-maximal effect; % of control where 0% means no effect; nearly all actives have a fitted effect of over 65% in size
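ARE activation measured as luciferase luminescence (Steady-Glo, 30 min RT) in AREc32_Fluc cells after 24 hr compound exposure at 37 deg C, 5% CO2; cells seeded overnight at 1000/well in OPTI-MEM, 5% FBS.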
MmCpn inh: M. maripaludis TRiC chaperonin inhibition; purified Mm-Cpn ATPase, ADP Transcreener TR-FRET; Potency, µM (top dose mostly 76.9 µM), for the others: at the highest dose activity, negative = inhibition, hits mostly inhibitors; hit rate 0.031% among 330,000; AID 504842; note: potency is the fitted concentration of half-maximal effect; % is set by controls: 0 for no effect and ±100 for the full control effect; nearly all actives have a fitted effect of over 80% in size
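Purified archaeal Mm-CPN (25nM final) preincubated 10 min at 37degC with compound, then 10uM ATP for 30 min at 37degC; ADP measured by HTRF Transcreener TR-FRET; buffer 30 mM TRIS pH 7.4, 100mM KCl, 5mM MgCl2, 1mM DTT.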
pAkt inh: Akt phosphorylation inhibition; hit rate 0.32% among 360,000; Neuro2A IGF-stimulated pAkt S473 HTRF, 20 min; active compounds read low; activity change, % for hits at 50 µM; in the data active = activity change below about -80%; inconclusive = mostly about -51% to -80%; note: % is set by controls: 0 for no effect and ±100 for the full control effect
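Neuro2A cells (4,500/well, DMEM with 0.5% FBS) were treated with compound at a single 50 µM final concentration, stimulated with 6 nM IGF for 20 min at 37 °C, and lysed. Phospho-Akt Ser473 was read by HTRF as 665/615 ratio ×10^4.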
HepG2 tox: kills HepG2 cells in TGF-b inhibitor counter-screen; HepG2 CAGA-GFP viability, ATP luminescence, 18 h; Potency, µM (doses to about 46.1 µM), for the others: at the highest dose activity change, negative = cytotoxicity, most hits filed as cytotoxic; hit rate 0.76% among 410,000; AID 588856; note: potency is the fitted concentration of half-maximal effect; some results filed as inactive show a strong effect at the top dose
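HepG2 CAGA-GFP cells (1000/well, DMEM with 1% FBS) received compound, then TGF-beta at 500 pg/mL final, and were incubated 18 hours at 37 degrees C. Viability was read by CellTiter-Glo luminescence. Media-only wells were set as complete cell-killing and DMSO as no toxicity.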
A549 tox: counter-screen for Nrf2 inhibitors: cytotoxicity in A549 cells. Potency, µM (titrated, usually from 46 µM), for inactives: top-dose activity change, negative = cytotoxicity, most hits filed as inhibitors. hit rate 0.16% among 390,000. A549 ARE-Fluc cells, CellTiter-Fluor viability, 18-24 h; note: potency is the fitted concentration of half-maximal effect; % is set by controls: 0 for no effect and ±100 for the full control effect
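Cytotoxicity counterscreen: CellTiter-Fluor fluorescence was measured in A549 ARE_Fluc cells after 18-24 h of compound exposure in a concentration series. The subsequent BugLite luminescent read reports ARE-luciferase activity.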
Nrf2 inh: blocks Nrf2 signaling; A549 ARE-Fluc reporter, luciferase luminescence, 18-24 h; Potency, µM (highest dose often 46 µM), for inactives: at the highest dose activity change, negative = inhibition, usual class: inhibitors; hit rate 2.1% among 360,000; AID 504444; note: potency is the fitted concentration of half-maximal effect; % is set by controls: 0 for no effect and ±100 for the full control effect; nearly all actives have a fitted effect of over 60% in size
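Reporter: ARE-Fluc in A549. Exposure: 18-24 h, 37 °C, 5% CO2, 5% FBS OPTI-MEM. Readouts: fluorescent cytotoxicity (CellTiter-Fluor), then luminescent Nrf2 signal after BugLite.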
TGFb inhibitor: blocks TGF-b signaling. AID 588855. HepG2 CAGA-GFP TGF-b/SMAD3 reporter, GFP fluorescence, 18 h; TGF-beta stimulated, 500 pg/mL final. Potency, µM (doses to about 46.1 µM), for the others: at the highest dose activity, negative = inhibition, most hits filed as inhibitors. hit rate 1.2% among 410,000; note: potency is the fitted concentration of half-maximal effect; % is set by controls: 0 for no effect and ±100 for the full control effect; nearly all actives have a fitted effect of over 65% in size
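First, reporter cells (HEPG2 CAGA-GFP) rested 2 h at 37 degrees C. Next, compounds were pinned in and TGF-beta added to 500 pg/mL final. After 18 h, GFP was imaged per cell and summed per well.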
Abeta yeast res: restores growth of yeast expressing A-beta42 peptide; yeast expressing A-beta42, growth rescue, OD600, 48 h; response scale: 0% DMSO, 100% iron-clioquinol control; Potency, µM (doses to about 46.1 µM), without a hit: at the highest dose growth rescue, most hits filed as activators; hit rate 0.063% among 410,000; AID 1347071; note: potency is the fitted concentration of half-maximal effect; nearly all actives have a fitted effect of over 55% in size
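Yeast A-beta toxicity model in growth medium with pinned compounds, 48 h at 30 C; growth read as absorbance at 600 nm. Normalized to FeCl3/clioquinol equimolar mix (positive) and DMSO (negative).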
CCT modulator: changes cytosolic chaperonin activity | purified chaperonin ATPase assay, HTRF ADP detection, 30 min | activity change, % (no concentration beside the values), hits read low | hit rate 0.3% among 360,000; in the data active = activity change below about -30%; note: % is set by controls: 0 for no effect and ±100 for the full control effect
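ATPase activity: ADP formed was measured by HTRF Transcreener (665/615 nm ratio) after 30 min at 37 deg C with 10 uM ATP. Compounds screened at one 76 uM concentration against 40 or 20 nM TRiC in Tris pH 7.4/KCl/MgCl2/DTT buffer.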
Starred values were filed as active, the others as inactive; i = inactive; ? = inconclusive; . = no result given; & = joins results of further samples; [ ] = another dose, or the depositor's remark. Unless noted, calls come from the whole dose curve; as a rule, active = well fitted curve in the direction sought with a large enough effect; inconclusive = small, poorly fitted or top-dose-only effect, or another doubt; inactive = no such curve, though single readings can be large; an effect the other way counts as inactive or inconclusive.

Values run as follows: pAkt inh, MmCpn inh, Abeta yeast res, Nrf2 inh, CCT modulator, TGFb inhibitor, Nrf2 ARE act, A549 tox, HepG2 tox
#1 CN1CCN(Cc2nc3c(c(=O)[nH]c(=O)n3C)n2Cc2c(F)cccc2Cl)CC1
  i, 0%, -10%, 12%, -2.6, -9%, -0.6%, 2%, -6%
#2 Cc1ccc(-n2cc(CN3CCCN(C=O)CC3)c(-c3ccc(F)cc3)n2)cc1
  i, -2%, -14%, -18%, -0.7, -10%, 3.8%, -7%, -11%
#3 Cc1ccc(Cl)cc1-n1c(CCC(=O)O)ccc1-c1cccs1
  ., ., -9%, -9%, ., -13%, 10%, 9%, -19%
#4 O=C(Nc1ccccc1)/C(=C\c1ccco1)NC(=O)c1ccco1
  i, 0%, -1%, -23%, -0.8, 12%, ?, -25%, 0%
#5 CC1(C(=O)NS(=O)(=O)c2ccc3ccccc3c2)CCN1C(=O)C1(c2ccc(Cl)cc2)CCC1 (stereo not given)
  i, ., -5%, ., -0.5, ?, -1.2%, ., -44%
#6 Cc1c(O)ccc(C(=O)CN2C(=O)c3ccccc3C2=O)c1O
  i, 1%, 20%, -5%, -1.1, 0%, -0.4%, -8%, -10%
#7 COc1ccccc1N1CCN(C(=O)CN(C2CCCCC2)S(C)(=O)=O)CC1
  i, 2%, -7%, -3%, -2.3, -5%, 0.3%, -9%, -25%
#8 CC1=C(C(=O)Nc2ccccc2)C(c2ccc(C)o2)n2c(s/c(=C/c3ccccc3)c2=O)=N1 (stereo not given)
  i, 1%, -8%, -21%, -1.9, 8%, 0.2%, -20%, -2%
#9 CCCC(=O)Nc1nc2ccc(S(N)(=O)=O)cc2s1
  i, 2%, -13%, 13%, -1.1, -3%, 0.9%, 3%, -6%
#10 CCOC(=O)CSc1nnc(NCC(=O)OC)c(=O)[nH]1
  i, -8%, 4%, 19%, 0.0, -21%, 0.4%, -7%, -2%
#11 CCc1cc(=O)[nH]c(SCCC(F)=C(F)F)n1
  i, 1%, -3%, -5%, -0.2, 0%, -0.6%, -1%, 5%
#12 COc1ccccc1CNC(=O)COC(=O)c1cc(-c2ccco2)nc2ccccc12
  i, -6%, -11%, 2%, 0.8, 32%[activator], ?, -1%, 3%
#13 CCOC(=O)Cc1csc(NC(=O)c2ccc(C)c(S(=O)(=O)N3CCOCC3)c2)n1
  i, -2%, -6%, ?, -1.0, -10%, -0.6%, 6%, -7%
#14 COCc1nnc(NC(=O)CCN2C(=O)c3ccccc3C2=O)s1
  ., 2%, -5%, ., -3.8, -1%, -0.4%, 0%, -10%
#15 CCSc1ccc([C@@H]2[C@@H]3C(=O)N(CC)C(=O)[C@@H]3[C@]3(C(=O)OC)CCCCN23)cc1OC
  i, -6%, -2%, -22%, -1.6, ?, 4.0%, -1%, -8%
#16 COc1ccc(CC(=O)N/N=C/c2c(C)n(C)c3ccccc23)cc1OC
  i, 1%, -1%, 5%, 2.8, ?, -0.7%, -5%, -27%
#17 CN(NC(=O)C(=O)NCc1ccco1)C(=O)Nc1ccc(Cl)cc1
  i, ., 1%, ., 0.9, -5%, 9.4%, ., -4%
#18 CCn1c(-c2ccc3ncccc3c2)n[nH]c1=S
  ., 0%, 10%, -2%, 1.8, -11%, -0.1%, -6%, 16%
#19 O=C(c1noc2c1CCc1ccccc1-2)N1CCOCC1
  ., -1%, -12%, ., -4.6, 7%, -0.2%, 16%, -10%
#20 COc1ccc(C(F)(F)F)cc1N/C=C\c1nnnn1-c1ccc(C)cc1
  i, 0%, -3%, 10%, 1.0, 5%, 0.4%, -5%, -9%
#21 Cc1ccccc1SCC(=O)Nc1cc(S(=O)(=O)N2CCOCC2)ccc1N1CCOCC1
  i, -1%, -13%, -18%, -14, -2%, -0.2%, 5%, -3%
#22 COc1cccc(-c2cc(=O)[nH][nH]2)c1
  i, 0%, -11%, -16%, -0.9, 2%, ?, -6%, -1%
#23 CN(C)S(=O)(=O)N1CCN(c2ccccc2Cl)CC1
  ., -1%, 24%, 11%, -3.0, 0%, -0.6%, -4%, -11%
#24 O=C(COc1ccc(Br)cc1CO)N1CCCc2ccccc21
  i, -1%, -14%, -9%, -0.4, 8%, -0.7%, 3%, -16%
#25 CC(=O)Nc1cccc(-c2ccnc3c2CC(C)(C(=O)Nc2ccc(C(C)C)cc2)O3)c1 (stereo not given)
  i, ., 27%, ., -1.1, 41%[activator], -0.8%[9.22 µM], ., -27%
#26 O=C(Nc1ccc(Cl)cc1C(=O)NCC1CCCO1)c1ccc(Cl)cc1Cl (stereo not given)
  i, -1%, -13%, -27%, 2.8, -7%, 0.0%, 11%, -9%
#27 CCOC(=O)C1CCN(C(=O)c2cccnc2Cl)CC1
  i, 3%, 4%, 8%, -0.4, ?, -0.6%, -2%, 3%
#28 Cc1cc(O)c(/C=N/Nc2cccc(Cl)c2)c(=O)o1
  i, 1%, -7%, -2%, -0.4, 9%, 3.0%, -10%, -16%
#29 CN(CC(=O)Nc1ccc(S(=O)(=O)N2CCCC2)cc1)CC(=O)Nc1cccc(F)c1
  i, -2%, -2%, ?, -0.4, -29%, 0.3%, 6%, 1%
#30 CCC/C(=N\NC(=O)c1ccc(OC)c(OC)c1)c1ccccc1
  i, 1%, 1%, -3%, 0.3, -2%, -0.6%, 0%, -21%
#31 CCc1ccc2nc(SCC(=O)NCC3CCCO3)c(C#N)cc2c1 (stereo not given)
  i, -10%, -9%, ?, -3.0, -1%, 0.3%, 1%, 5%
#32 COc1ccccc1N(C)S(=O)(=O)c1ccc(C(=O)N(C)Cc2ccc(Cl)s2)cc1
  i, 0%, 17%, ?, -1.0, ?, 4.2%, -19%, -5%
#33 CC(=O)N(Cc1cccnc1)Cc1cc2ccccc2[nH]c1=O
  i, -2%, -5%, 15%, 3.7, 1%, 0.3%, 0%, -3%
#34 COc1ccc(CC(=O)Nc2c(C(=O)N3CCN(c4ccccc4)CC3)oc3ccccc23)cc1OC
  i, 1%, 10%&1%, ?, 1.8, -4%&-27%, -0.1%&-1.2%, -10%&-22%, -1%&-24%
#35 CC(C)c1ccc(C2OCC(C)([N+](=O)[O-])CO2)cc1 (stereo not given)
  i, ., 11%, ?, -1.0, 6%, 3.2%, 1%, -6%
#36 Cc1occc1C(=O)Nc1cccc([N+](=O)[O-])c1C
  i, 0%, -7%, -7%, -2.3, 14%, 7.5%, -1%, 2%
#37 O=C(CSc1nnc(-c2ccc(Br)cc2)o1)Nc1cccc2ccccc12
  i, ., 8%, 26%, 1.2, -13%, 2.2%, 8%, -6%
#38 COc1cccc(NC(=S)NCc2ccc3c(c2)cc(C)n3C)c1
  i, ?, ?, 3%, -2.5, 5%, -0.6%, -10%, 6%
#39 COC(=O)c1sccc1NC(=O)c1cccc(OC)c1
  i, 0%, -16%, 14%, -3.5, 6%, 6.3µM*, 3%, 0%
#40 CCOC(=O)C(Cc1ccccc1)C(=O)c1ccco1 (stereo not given)
  i, -10%, 21%, 6%, -2.4, 4%, -0.9%, -1%, 0%
#41 Cc1ccc(-c2nnc(-c3ccccc3S(=O)(=O)Cc3ccc(Cl)cc3)o2)cc1
  i, -2%, 13%, ., 1.0, ?, -0.8%, -10%, 6%
#42 COc1cccc(/C=N/NC(=O)c2cc(C34CC5CC(CC(C5)C3)C4)[nH]n2)c1
  i, -1%, 2%[9.22 µM], ., 0.1, ?, -0.5%, -19%, 6%
#43 Cc1ccc2ccc3cc(C(=O)N4CCN(c5ccccc5F)CC4)nc3c2[nH]1
  ., ., -5%, ?, ., -13%, -0.5%, -5%, -6%
#44 COc1cc(CCN(C(=O)c2cc3ccccc3[nH]2)C(c2ccccn2)c2nc3ccccc3[nH]2)cc(OC)c1 (stereo not given)
  i, ., -8%, ., 1.0, ?, 18%, ., -12%
#45 O=C(Nc1ccccc1Cl)Nc1ccccc1Cl
  i, 4%, -6%, 8%, -8.2, 8%, 3.3%, -5%, 6%
#46 CCCN1CCN(C(=O)C2CCN(c3nnc(C)c4c(C)n(-c5ccc(C)cc5)nc34)CC2)CC1
  i, 1%, 13%, 2%, -1.2, ?, -0.5%, ?, -15%
#47 COc1ccc(NC(=O)COc2ccccc2C(=O)NCC(c2ccccc2)N(C)C)cc1Cl (stereo not given)
  i, -1%, -7%, 5%, -0.1, -8%, 13%, -18%, -27%
#48 Nc1nc(-c2ccccc2)c(-c2ccc([N+](=O)[O-])cc2)s1
  i, 0%, -29%, ?, 0.7, -15%, 0.4%, -4%, -16%
#49 O=C(CSc1ncnc2c1nnn2Cc1ccc(F)cc1)NC1CCCC1
  i, -1%, -2%, 1%, 0.3, -9%, -0.2%, 0%, 2%
